IMPase Li cell: membrane-permeable IMPase blocker, potentiated with lithium; CHO-M1 cells, IP1 TR-FRET (IP-One), carbachol + lithium; Potency, µM (series often up to 59.4 µM), for the others: at the top dose activity, negative = IMPase inhibition, most hits filed as inhibitors; hit rate 0.35% among 210,000;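 note: IP1 builds up when IMPase is blocked and the TR-FRET signal falls; potency is the fitted concentration of half-maximal effect; plate controls were basal vehicle for no effect and high inhibitor control for full effect; nearly all actives have a fitted effect of over 50% in size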
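Concentration–response in CHO-M1 cells, lithium-potentiated; 30 min at 37C. IP1 detected by competitive TR-FRET after 10 min lysis at RT. Hill-fitted AC50.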
Luc counter: Kinase-Glo luciferase inhibition (counter-screen). Q27757. Kinase-Glo luciferase, ATP luminescence, 8 min. Potency, µM (top dose mostly 38.3 µM), for inactives: at the highest dose activity change, negative = inhibition, most hits filed as inhibitors. hit rate 0.28% among 200,000. AID 1379; note: potency is the fitted concentration of half-maximal effect; % is set by controls: 0 for no effect and ±100 for the full control effect; nearly all actives have a fitted effect of over 60% in size
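Luminescence was the read-out, taken after 8-minute incubation at ambient temperature. Luciferase turned over luciferin with 10 uM ATP in imidazole pH 7.2 buffer containing KCl, MgCl2, Tween 20 and BSA.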
aGal spleen mod: inhibitors or activators of human alpha-galactosidase in spleen homogenate; hit rate 0.008% among 240,000; P06280; human spleen homogenate, 4MU-alpha-Gal fluorescence, 40 min; Potency, µM (top dose mostly 80 µM), inactives show at the top dose activity change, negative = inhibition, usual class: inhibitors;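 note: potency is the fitted concentration of half-maximal effect; 0% = enzyme with vehicle and -100% = no enzyme basal signal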
Target sequence (P06280 32-429 limits assumed): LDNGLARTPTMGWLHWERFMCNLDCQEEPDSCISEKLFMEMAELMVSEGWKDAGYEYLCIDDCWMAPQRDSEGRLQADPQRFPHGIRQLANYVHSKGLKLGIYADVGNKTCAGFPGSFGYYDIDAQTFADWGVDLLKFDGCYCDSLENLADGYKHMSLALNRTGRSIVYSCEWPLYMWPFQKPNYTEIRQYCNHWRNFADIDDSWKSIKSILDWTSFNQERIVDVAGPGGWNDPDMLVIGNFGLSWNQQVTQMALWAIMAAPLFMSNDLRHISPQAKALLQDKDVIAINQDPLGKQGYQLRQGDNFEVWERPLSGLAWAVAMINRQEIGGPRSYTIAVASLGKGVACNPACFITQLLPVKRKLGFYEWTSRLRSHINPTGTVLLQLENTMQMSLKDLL
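Fluorogenic readout (Ex 365/Em 440 nm) of 4-methylumbelliferone released from 1 mM 4-MU-alpha-galactoside by spleen homogenate, 40 min at 37C, pH 5.0. Data normalized to no-enzyme and enzyme controls; Hill-equation AC50 from compound titrations.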
NPSR antagonist: blocks cAMP signaling of the human neuropeptide S receptor; hit rate 1% among 220,000; Q6W5P4; CHO-NPSR cells, cAMP TR-FRET, antagonist mode; Potency, µM (doses to about 38.3 µM), without a hit: at the highest dose activity change, negative = inhibition, most hits filed as inhibitors; AID 1461; note: potency is the fitted concentration of half-maximal effect; % is set by controls: 0 for no effect and ±100 for the full control effect; nearly all actives have a fitted effect of over 50% in size; many of its hits are not listed in these tables
CBFb-RUNX1 inh: blocks binding between human CBF-beta and RUNX1. Q01196+Q13951. AlphaScreen CBFb-His/RUNX1-biotin binding, biochemical. Potency, µM (highest dose often 59.8 µM), without a hit: at the top dose activity, negative = inhibition, actives largely listed as inhibitors. AID 1477. 230,000 tested, under 10 active; note: % of control where 0% means no effect
Target sequence (Q01196 whole entry, looked up): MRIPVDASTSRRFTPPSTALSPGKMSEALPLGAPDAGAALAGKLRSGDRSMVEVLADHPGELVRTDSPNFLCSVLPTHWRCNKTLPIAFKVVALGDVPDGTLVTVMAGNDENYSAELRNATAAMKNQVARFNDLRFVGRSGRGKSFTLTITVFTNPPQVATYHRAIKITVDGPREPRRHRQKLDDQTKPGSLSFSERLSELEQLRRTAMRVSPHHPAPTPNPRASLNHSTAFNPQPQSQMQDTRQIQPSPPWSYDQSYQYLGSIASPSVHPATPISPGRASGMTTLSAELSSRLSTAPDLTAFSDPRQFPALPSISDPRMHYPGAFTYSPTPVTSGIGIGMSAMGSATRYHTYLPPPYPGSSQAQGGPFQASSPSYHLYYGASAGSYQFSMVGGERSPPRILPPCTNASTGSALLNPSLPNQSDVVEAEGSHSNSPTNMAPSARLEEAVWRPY
Target sequence (Q13951 whole entry, looked up): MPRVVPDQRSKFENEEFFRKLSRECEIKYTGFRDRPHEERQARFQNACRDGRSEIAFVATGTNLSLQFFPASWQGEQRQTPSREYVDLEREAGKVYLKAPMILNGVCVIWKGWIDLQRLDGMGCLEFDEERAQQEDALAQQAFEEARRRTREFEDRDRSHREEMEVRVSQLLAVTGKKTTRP
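His-tagged CBF-beta and biotinylated RUNX1 (30 nM each) were premixed 20 min at room temperature, exposed to compound for 15 min, then given nickel-chelate and streptavidin AlphaScreen beads (50 ng each). After 90 min, AlphaScreen signal was read.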
Lamin A splicing: changes lamin A minigene splicing in HeLa cells | HeLa LMNA splicing GFP/RFP minigene ratio, 48 h | Potency, µM (doses to about 46.1 µM), without a hit: at the top dose ratio change, negative = inhibition, usual class: inhibitors | hit rate 0.01% among 200,000; active = well fitted inhibition curve with a large enough effect in the signal ratio, with a control signal flat, not every such curve was filed as active; inconclusive = small, poorly fitted or top-dose-only effect, or effect the other way, or a change in a side signal; the % refers to the signal ratio; note: potency is the fitted concentration of half-maximal effect; % is set by controls: 0 for no effect and ±100 for the full control effect
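S3 HeLa cells stably expressing lamin A-EGFP splicing minigene plus DsRed2, 600 cells/well, 48 h compound exposure at 37C. Laser-scanning cytometry; analysed as GFP (500-530 nm)/RFP (575-640 nm) total intensity ratio; 0.5% DMSO vehicle.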
Epigenetic reg: derepresses silenced GFP reporter in murine cells; murine LDR cells, GFP reporter derepression, 30 h; Potency, µM (highest dose often 53.9 µM), inactives show at the top dose GFP activation, actives largely listed as activators; hit rate 0.2% among 280,000; AID 1865; note: potency is the fitted concentration of half-maximal effect; % of control where 0% means no effect; nearly all actives have a fitted effect of over 60% in size
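GFP-positive cell count by laser-scanning cytometry (objects 20–120 um) after 30 h, 37 C compound exposure of murine LDR cells; reporter is CMV-GFP integrated at a silenced locus, inducible by HDAC or DNMT inhibitors.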
An asterisk follows results filed as active; & = joins results of further samples; [ ] = dose if it differs, or a comment. Unless noted, calls come from the whole dose curve; as a rule, active = well fitted curve in the direction sought with a large enough effect; inconclusive = small, poorly fitted or top-dose-only effect, or another doubt; inactive = no such curve, though single readings can be large; an effect the other way counts as inactive or inconclusive. Some of the compounds tested. The share of hits here may be higher or lower than overall.

How did CCNC(=O)CC1SC(=Nc2ccc(Cl)cc2)N(CC)C1=O (centres undefined) do in these assays?
IMPase Li cell: 8.0%; Luc counter: 0.0%; aGal spleen mod: -0.6%; NPSR antagonist: 15.0%; CBFb-RUNX1 inh: -3.9%; Lamin A splicing: -3.3%; Epigenetic reg: 2.0%

How did COc1ccc(NC(=O)C2=C(C)NC(=O)NC2c2cccs2)c(OC)c1 (centres undefined) do in these assays?
IMPase Li cell: 0.4%; Luc counter: 0.1%; aGal spleen mod: -4.3%; NPSR antagonist: -0.4%; CBFb-RUNX1 inh: 0.1%; Lamin A splicing: 1.1%[46 µM]; Epigenetic reg: -4.7%

How did N#CCCn1c(=O)c(-c2ccccc2)nc2cnc(Oc3cccc(Cl)c3)nc21 do in these assays?
IMPase Li cell: inconclusive; Luc counter: -3.1%; aGal spleen mod: -15.0%

How did O=S(=O)(NCc1ccccc1)c1cccc(S(=O)(=O)N2CCOCC2)c1 do in these assays?
IMPase Li cell: 16.8%[38.3 µM]; Luc counter: -2.8%; aGal spleen mod: 6.3%; NPSR antagonist: -1.5%[46.1 µM]; CBFb-RUNX1 inh: 2.4%; Lamin A splicing: -1.0%; Epigenetic reg: 0.0%

What do the screens show for `CC(=O)Nc1ccc(NC(=O)Cn2cc3c(n2)CCCC3)cc1`?
IMPase Li cell: -9.4%[38.3 µM]; Luc counter: -4.9%; aGal spleen mod: 1.7%; NPSR antagonist: 7.4%[46.1 µM]; CBFb-RUNX1 inh: -0.1%; Lamin A splicing: 2.8%; Epigenetic reg: 0.4%

Results for Cc1nc2c3ccccc3nc(NNC(=O)CCC(=O)NC(C)C)n2n1 ?
IMPase Li cell: 11.3%; Luc counter: -1.4%; aGal spleen mod: -22.5%; NPSR antagonist: 14.0%; CBFb-RUNX1 inh: 1.6%; Lamin A splicing: -6.7%; Epigenetic reg: -0.9%

What do the screens show for `O=C(NC1CCCCC1)N(Cc1cc2cc3c(cc2[nH]c1=O)OCCO3)CC1CCCO1` (centres undefined)?
IMPase Li cell: 11.4%[38.3 µM]; Luc counter: 4.2%; aGal spleen mod: 6.8%; NPSR antagonist: -12.4%[46.1 µM]; CBFb-RUNX1 inh: -3.9%; Lamin A splicing: 2.5%; Epigenetic reg: 4.3%

Results for O=C(CSc1nnc(-c2ccc(Cl)cc2)n1-c1ccccc1)N/N=C/c1ccccc1C(=O)O ?
IMPase Li cell: 6.6%; Luc counter: 1.0%; aGal spleen mod: 3.6%; NPSR antagonist: 19.0%; CBFb-RUNX1 inh: 4.7%; Lamin A splicing: inconclusive; Epigenetic reg: 0.0%

Results for CC(=O)c1cccc(NC(=O)Nc2ccc(C(=O)N3CCCC3)cc2)c1 ?
IMPase Li cell: 10.5%[38.3 µM]; Luc counter: inconclusive; aGal spleen mod: -3.6%; NPSR antagonist: -4.4%[46.1 µM]; CBFb-RUNX1 inh: 10.1%; Lamin A splicing: 17.1%; Epigenetic reg: -0.8%

Results for Brc1cnc2nc(SCc3nc4ccccc4[nH]3)[nH]c2c1 ?
aGal spleen mod: 8.3%; NPSR antagonist: 1.7%; CBFb-RUNX1 inh: 7.5%; Epigenetic reg: -1.7%

Results for CCOC(=O)c1c(C)n(C)c2ccc(OC)c([N+](=O)[O-])c12 ?
IMPase Li cell: 4.4%; Luc counter: -1.1%; aGal spleen mod: -9.5%; NPSR antagonist: 5.7%; CBFb-RUNX1 inh: 20.4%; Lamin A splicing: 2.2%[46 µM]; Epigenetic reg: 1.1%

How did CCOC(=O)c1cc(C(C)(C)C)oc1CN do in these assays?
IMPase Li cell: 5.4%; Luc counter: 4.7%; aGal spleen mod: -5.7%; NPSR antagonist: 6.5%; CBFb-RUNX1 inh: -1.0%; Lamin A splicing: -1.3%; Epigenetic reg: -1.0%

What do the screens show for `N#Cc1c(N)oc(-c2ccccc2)c1-c1ccccc1`?
IMPase Li cell: -1.8%[38.3 µM]; Luc counter: -1.9%; aGal spleen mod: 6.4%; NPSR antagonist: 1.9%[7.67 µM]; CBFb-RUNX1 inh: 14.2%; Lamin A splicing: 0.0%; Epigenetic reg: inconclusive

What do the screens show for `Cc1ccc(O)c(CNc2ccccn2)c1`?
IMPase Li cell: -6.2%[38.3 µM]; Luc counter: -3.6%; aGal spleen mod: -10.1%; NPSR antagonist: inconclusive; CBFb-RUNX1 inh: 1.2%; Lamin A splicing: 9.9%; Epigenetic reg: 0.8%

Results for CCn1c(SCc2nc3scc(-c4ccccc4)c3c(=O)[nH]2)nnc1-c1cccs1 ?
IMPase Li cell: 25.1%; Luc counter: 1.1%; aGal spleen mod: 9.7%; NPSR antagonist: -4.5%; CBFb-RUNX1 inh: -17.7%; Lamin A splicing: -18.1%; Epigenetic reg: 1.1%

Results for O=c1c2c(nc3nc(COc4ccccc4)[nH]n13)CCC2 ?
IMPase Li cell: 11.6%[38.3 µM]; Luc counter: -1.0%; aGal spleen mod: 0.6%; NPSR antagonist: -10.1%[46.1 µM]; CBFb-RUNX1 inh: 6.4%; Lamin A splicing: -8.9%; Epigenetic reg: 8.8%

How did O=C(O)c1ccc2c(c1)C(=O)N(c1ccccc1-c1ccccc1)C2=O do in these assays?
IMPase Li cell: -0.8%; Luc counter: -0.5%; aGal spleen mod: -0.8%; NPSR antagonist: -5.7%; CBFb-RUNX1 inh: 4.3%; Epigenetic reg: 0.0%

What do the screens show for `Cc1noc(C)c1-c1nnc(-c2ccc(OC(F)(F)F)cc2)o1`?
aGal spleen mod: 6.4%; NPSR antagonist: inconclusive; CBFb-RUNX1 inh: 1.4%; Epigenetic reg: 3.1%

Results for CCCCCC(=O)NCC(C)NC(=O)CCCCC (centres undefined) ?
IMPase Li cell: 3.5%; Luc counter: 2.2%; aGal spleen mod: -5.5%; NPSR antagonist: -1.8%; CBFb-RUNX1 inh: 21.8%; Lamin A splicing: 1.4%; Epigenetic reg: -2.5%

How did Cn1c(=O)[nH]c(=O)c2c1nc(CN1CCN(c3ccc(F)cc3)CC1)n2CCc1ccccc1 do in these assays?
IMPase Li cell: 5.0%; Luc counter: 0.4%; aGal spleen mod: 3.4%; NPSR antagonist: -10.9%[46.1 µM]; CBFb-RUNX1 inh: -0.7%; Lamin A splicing: -3.7%; Epigenetic reg: 0.8%

What do the screens show for `CCCCOc1ccc(CC(=O)NCC(=O)O)cc1`?
IMPase Li cell: 2.9%; Luc counter: 7.7%; aGal spleen mod: 14.3%; NPSR antagonist: 11.1%; CBFb-RUNX1 inh: -0.2%; Lamin A splicing: inconclusive; Epigenetic reg: -1.0%

What do the screens show for `CCCCn1nnc(NC(=O)c2ccc([N+](=O)[O-])cc2Cl)n1`?
aGal spleen mod: 3.0%; NPSR antagonist: 10.7%; CBFb-RUNX1 inh: 7.8%; Epigenetic reg: 0.0%

What do the screens show for `O=C(COc1cc(Cl)c(Cl)cc1Cl)N1CCN(c2ccccn2)CC1`?
IMPase Li cell: 0.4%; Luc counter: 2.2%; aGal spleen mod: 7.9%; NPSR antagonist: 0.1%; CBFb-RUNX1 inh: 12.2%; Epigenetic reg: 2.6%

Results for Cc1cc(C)n(S(=O)(=O)c2ccc(C)c(C)c2C)n1 ?
IMPase Li cell: -22.6%[38.3 µM]; Luc counter: 0.2%; aGal spleen mod: -0.2%; NPSR antagonist: -2.5%[46.1 µM]; CBFb-RUNX1 inh: 13.0%; Lamin A splicing: -11.0%; Epigenetic reg: 0.0%

How did Cc1nn(-c2ccccc2)c(N2CCCC2)c1/C=N/NC(=S)Nc1ccccc1C(F)(F)F do in these assays?
IMPase Li cell: 6.5%; Luc counter: -1.4%; aGal spleen mod: 5.1%; NPSR antagonist: -32.0%; CBFb-RUNX1 inh: -19.8%; Lamin A splicing: inconclusive; Epigenetic reg: -1.3%

Results for COc1ccc(NC(=O)c2ccc3c(SCC(=O)O)c4c(nc3c2)CCCC4)c(OC)c1 ?
IMPase Li cell: -7.5%; Luc counter: -1.8%; aGal spleen mod: 13.6%; NPSR antagonist: 3.9%; CBFb-RUNX1 inh: 3.1%; Epigenetic reg: 5.3%&-0.3%

How did COC(=O)c1ccccc1OCC(=O)N1CCN(c2ccc(Cl)cc2)CC1 do in these assays?
IMPase Li cell: -12.7%[38.3 µM]; Luc counter: -5.5%; aGal spleen mod: -12.5%; NPSR antagonist: -9.8%[46.1 µM]; CBFb-RUNX1 inh: 4.2%; Lamin A splicing: -7.6%; Epigenetic reg: 0.0%

Results for CCn1cc(C(=O)NP(=O)(Nc2ccc(C)cc2)Nc2ccc(C)cc2)c2ccccc21 ?
aGal spleen mod: 6.9%; NPSR antagonist: -28.5%; CBFb-RUNX1 inh: 2.1%; Epigenetic reg: -1.3%

Results for COC(=O)C1=C(C)NC(C)=C(C(=O)OC)C1c1ccco1 ?
aGal spleen mod: 7.4%; NPSR antagonist: -8.5%[7.67 µM]; CBFb-RUNX1 inh: 1.3%; Epigenetic reg: -1.4%

How did CCOC(=O)c1c(NC(=O)COC)sc(C(C)=O)c1C do in these assays?
IMPase Li cell: 14.8%[38.3 µM]; Luc counter: 0.5%; aGal spleen mod: 1.8%; NPSR antagonist: -9.9%[46.1 µM]; CBFb-RUNX1 inh: 7.0%; Lamin A splicing: -4.8%; Epigenetic reg: 0.0%

How did CC1(C)CC(=O)C(C=NCC(N)=O)=C(O)C1 do in these assays?
Luc counter: -6.8%; aGal spleen mod: 13.6%; NPSR antagonist: -3.1%[46.1 µM]; CBFb-RUNX1 inh: 4.8%; Lamin A splicing: -8.9%; Epigenetic reg: 2.1%

How did CCOCCCNC(=O)/C(C#N)=C/c1ccc(Cl)c([N+](=O)[O-])c1 do in these assays?
IMPase Li cell: inconclusive; Luc counter: -0.6%; aGal spleen mod: -2.2%; NPSR antagonist: -25.6%; CBFb-RUNX1 inh: -0.3%; Lamin A splicing: inconclusive; Epigenetic reg: 12.8%

How did O=S(=O)(NC1CCCCC1)c1ccc(F)c2ccccc12 do in these assays?
IMPase Li cell: 31.5%[activator][38.3 µM]; Luc counter: -2.1%; aGal spleen mod: -5.8%; NPSR antagonist: inconclusive; CBFb-RUNX1 inh: 4.4%; Lamin A splicing: 1.9%; Epigenetic reg: -1.5%

Results for COc1ccc(C)cc1-n1c(N)c(C#N)c(C#N)c1-c1ccc(OC)c(OC)c1OC ?
IMPase Li cell: 13.1%[38.3 µM]; Luc counter: 4.5%; aGal spleen mod: -2.9%; NPSR antagonist: -23.1%[46.1 µM]; CBFb-RUNX1 inh: -8.2%; Lamin A splicing: 3.6%; Epigenetic reg: -0.8%

Screens as filed in PubChem.
